High-throughput results (PubChem BioAssay)
S100A4 inh HTS: inhibitors of human S100A4 binding to myosin IIA peptide. AID 652163. S100A4/TAMRA-MyoIIA peptide fluorescence polarization. actives 0.14% (n = 360,000). inhibition, % at 10.7 µM;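 active = mean inhibition of at least 70% across replicates, with every replicate also reaching that level; inconclusive = mean inhibition reaches 70% but some replicates fall short; inactive = mean inhibition below 70%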
Target sequence (P26447 whole entry, looked up): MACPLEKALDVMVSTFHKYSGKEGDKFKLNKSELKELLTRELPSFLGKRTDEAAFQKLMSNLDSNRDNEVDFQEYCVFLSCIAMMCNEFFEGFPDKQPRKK
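Assay system: human S100A4 monomer with TAMRA-labelled myosin IIA peptide / Buffer or medium: Calcium-containing HEPES buffer, pH 7.2 / Reagent: TAMRA-labelled myosin IIA heavy-chain peptide probe, 5 nM / Compound: one dose per compound / Timing: polarization read 5 min after assay mix addition, stable 5–60 min / Benchmarks: neutral control DMSO, positive control TFP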
SIRT5 block: blocks human SIRT5 desuccinylation of peptide; Q9NXA8; Purified SirT5, succinyl-peptide AMC, trypsin-coupled fluorescence; inhibition, % at 15 µM; actives 1.1% (n = 330,000); AID 652115; in the data active = inhibition above about 15%; inconclusive = no clear call, values can overlap the other calls
Target sequence (Q9NXA8 whole entry, looked up): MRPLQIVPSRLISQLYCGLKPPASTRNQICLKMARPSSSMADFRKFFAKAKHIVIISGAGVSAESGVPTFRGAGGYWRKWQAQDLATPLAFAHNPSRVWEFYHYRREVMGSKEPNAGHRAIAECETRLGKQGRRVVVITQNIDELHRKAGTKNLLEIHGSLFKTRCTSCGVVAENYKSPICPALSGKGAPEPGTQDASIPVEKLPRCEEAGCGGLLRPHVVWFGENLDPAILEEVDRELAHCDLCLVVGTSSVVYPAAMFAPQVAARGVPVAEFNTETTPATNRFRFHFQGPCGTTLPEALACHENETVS
ERp5 block: ERp5 (human) disulfide isomerase inhibition; Q15084; ERp5 insulin aggregation, absorbance 650 nm, 90 min; inhibition, % at 9.99 µM; actives 0.05% (n = 350,000); AID 651711;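 active = mean replicate inhibition above about 25%, with every replicate also reaching it, limit read from the data, passing the limit was not always enough; inconclusive = only one of those two criteria met; inactive = neither criterion met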
Target sequence (Q15084 whole entry, looked up): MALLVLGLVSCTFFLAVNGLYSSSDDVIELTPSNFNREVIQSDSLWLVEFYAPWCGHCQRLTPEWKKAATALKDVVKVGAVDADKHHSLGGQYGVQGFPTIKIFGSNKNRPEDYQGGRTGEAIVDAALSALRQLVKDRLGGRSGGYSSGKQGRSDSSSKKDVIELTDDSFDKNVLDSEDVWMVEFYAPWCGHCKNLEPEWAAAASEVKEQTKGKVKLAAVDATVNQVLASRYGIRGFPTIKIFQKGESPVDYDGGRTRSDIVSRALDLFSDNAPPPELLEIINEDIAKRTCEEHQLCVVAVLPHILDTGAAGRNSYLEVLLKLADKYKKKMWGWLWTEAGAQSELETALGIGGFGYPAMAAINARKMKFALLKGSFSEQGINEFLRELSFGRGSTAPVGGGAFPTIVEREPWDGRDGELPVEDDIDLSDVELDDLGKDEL
PglD DTNB: PglD (C. jejuni) enzyme inhibition; AID 602405; purified PglD enzyme, DTNB colorimetric CoA detection; actives 0.098% (n = 360,000); inhibition, % at 12.5 µM; in the data active = inhibition above about 16%, passing the limit was not always enough; inconclusive = no clear call, values can overlap the other calls; note: strong numbers were not always called active
E-selectin induc: induces E-selectin expression in human endothelial cells. P16581. HUVEC E-selectin immunofluorescence imaging; normalized: neutral wells 0, TNF-alpha wells 100. activation, % at 7.58 µM. actives 0.37% (n = 260,000). AID 686992;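 active = mean E-selectin-positive cell signal at least 10% of the positive control, reached in at least 60% of replicates, without over 20% cell loss; inconclusive = no rule given, readout overlaps actives, possibly toxicity-flagged; inactive = the rest, including those meeting only one limit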;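 note: in these data hits start at about 27%; measured in HUVEC primary endothelial cells; signal is the percent of cells scored E-selectin positive by PE staining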
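System: HUVEC, human umbilical vein endothelial cells; quantity: 3,000 cells/well; buffer or medium: EGM-2 medium, gelatin-coated wells; dosing: single-point compound dose; detection: immunofluorescence imaging; evaluation: % PE-positive cells; benchmarks: TNF-alpha, DMSO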
Statin myotox sup: suppressors of simvastatin-induced myotoxicity in C2C12 myotubes. ATP luminescence, 48 h; scaled: DMSO 0, geranylgeraniol control 100. rescue of ATP level, % at 7.49 µM. actives 0.78% (n = 330,000);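 active = mean ATP rescue above about 67%, or every replicate alone reaching that limit, limit read from the data, passing the limit was not always enough; inconclusive = no clear call, values can overlap the other calls; inactive = mean under the limit and some replicate under it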;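 note: myotubes were challenged with 10 µM simvastatin during compound exposure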
DENV2 CPE rescue: protects cells from dengue virus 2 cytopathic effect; DENV2-infected cells, cytopathic effect rescue, plate reader; CPE inhibition, % at 9.99 µM; actives 1.7% (n = 350,000); in the data active = CPE inhibition above about 20%, passing the limit was not always enough; inconclusive = no clear call, values can overlap the other calls; tested in BHK-21 cells;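 note: 0% = median of neutral control wells and 100% = median of positive control wells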
* marks the source's active call; other numbers are inactive results; ? = inconclusive; . = no result given. Some of the compounds tested; the hit share may differ from the screen's.

SMILES	S100A4 inh HTS	SIRT5 block	ERp5 block	PglD DTNB	E-selectin induc	Statin myotox sup	DENV2 CPE rescue
CCOc1ccccc1C(=O)NCC(=O)NCC(C)(C)N1CCOCC1	-2	3	-4	1	0.2	-10	1
CN(C)C(=O)c1cccc(-c2ccc([C@@H]3[C@@H](C#N)N(C(=O)C4CCC4)[C@H]3CO)cc2)c1	-33	-1	2	6	0.1	-14	11
O=C(NC1CC1)C1=C[C@H](c2c[nH]c3ccccc23)C[C@H](OCc2ccc(CO)cc2)O1	-3	-1	-2	1	0.1	-10	3
CO[C@H]1CN(C)C(=O)c2cc(NS(C)(=O)=O)ccc2OC[C@H](C)N(Cc2ccccc2)C[C@@H]1C	11	-1	-5	-5	-0.1	-5	-11
NC(=O)NC(=O)COC(=O)c1sc2ccccc2c1Cl	4	-5	3	.	-0.5	.	5
Brc1ccc(Nc2ncnc3[nH]ncc23)cc1	-11	0	3	-5	0.1	.	1
O=C(N[C@H]1CC[C@@H](CC(=O)N2CCN(c3ccccc3)CC2)O[C@@H]1CO)c1ccccc1	-6	5	-2	-4	0.1	5	-12
COc1ccc(NC(=O)CSc2nnnn2C2CCCC2)cc1	5	-3	2	.	3.3	.	-1
CC(=O)Nc1ccc(NC(=O)C2CC(=O)N(c3ccccc3Cl)C2)cc1 (stereo not drawn)	-3	-1	5	3	.	-3	5
CCCCNC(=O)Nc1ccc(C2SCCS2)cc1	-5	4	4	8	0.1	4	?

Overlap with the part before: 2 compounds, followed by the next part.
SMILES	S100A4 inh HTS	SIRT5 block	ERp5 block	PglD DTNB	E-selectin induc	Statin myotox sup	DENV2 CPE rescue
CC(=O)Nc1ccc(NC(=O)C2CC(=O)N(c3ccccc3Cl)C2)cc1 (stereo not drawn)	-3	-1	5	3	.	-3	5
CCCCNC(=O)Nc1ccc(C2SCCS2)cc1	-5	4	4	8	0.1	4	?
CCn1cc(Cl)c(C(=O)Nc2ccc(OC)c(OC)c2)n1	0	2	2	-7	.	-2	.
CCCCNC(=O)CSc1nc(Cc2ccccc2)nc2ccccc12	1	-3	3	-1	0.5	-3	-17
CCN1CCN(S(=O)(=O)c2cc(C(=O)O)ccc2Cl)CC1	3	13	0	-5	-0.1	11	0
Cc1sc2nc(CN3CCCCC3)nc(Cl)c2c1C	-8	.	-5	.	0.1	.	1
O=[N+]([O-])c1ccc(NCc2ccc(Cl)cc2)nc1	-1	0	4	-3	.	.	4
O=c1oc(/C=C/c2ccccc2)nc2ccccc12	6	0	4	.	.	.	6
Cc1cc(C)c2nc(N(CCCN(C)C)C(=O)c3ccc(S(=O)(=O)N4CCCCCC4)cc3)sc2c1	-1	3	5	-5	-0.4	5	-3
COc1cccc(S(=O)(=O)N2CC3(CN[C@@H](CO)c4c3c3ccc(OC)cc3n4C)C2)c1	-8	2	1	.	-0.4	.	-7
O=C1OCC/C1=C\c1ccc(O)cc1	-5	-2	3	2	-0.1	-30	-9
COc1cccc(Nc2cc(C)c3ccccc3n2)c1	1	-2	1	3	0.6	-10	7
C=CCNC(=O)C1CC(=O)N(c2ccc(OCC(=O)Nc3ccc(CC)cc3)cc2)C1 (stereo not drawn)	2	-5	-21	6	-0.2	0	9
Nc1nnc(/C=C/c2ccccc2)s1	-4	-1	-4	.	.	.	-5
C[C@@H]1CN([C@@H](C)CO)S(=O)(=O)c2ccc(C#CC3(O)CCCC3)cc2O[C@@H]1CN(C)C(=O)c1ccccc1	-30	-4	2	1	-0.1	8	1
COc1ccc(N=Cc2c(O)cc(C)oc2=O)cc1	-12	3	?	3	.	15	1
O=C(C[C@H]1CC[C@H]2[C@@H](COC[C@@H](O)CN2CC2CCOCC2)O1)NCC1CC1	8	4	4	-3	0.1	-11	?
CCOc1ccc(C2=Nn3c(CC)nnc3SC2)cc1	-5	1	-3	-2	.	-9	1
O=C(NC1CCCCCCC1)c1cccc(S(=O)(=O)N2CCOCC2)c1	4	0	4	-2	.	-5	?
CCCOc1ccc(C(=O)Nc2ccc(N3CCN(C(=O)c4ccco4)CC3)cc2)cc1	-1	-1	5	0	0.1	-24	6
CSc1ccc(/C=C(/NC(=O)c2ccccc2)C(=O)NCCN2CCOCC2)cc1	-2	-8	-15	-1	-0.5	.	-1
CO[C@@H]1CN(C)C(=O)c2cc(NC(=O)C3CC3)ccc2OC[C@@H](C)N(Cc2ccncc2)C[C@@H]1C	-3	-2	-5	2	0.0	-8	-1
Cc1ccccc1-c1ccc2c(c1)O[C@H](CN(C)Cc1ccncc1)[C@@H](C)CN([C@H](C)CO)S2(=O)=O	39	1	1	-1	0.1	-115	-2
CC1(C)CC2CC(C)(CN2S(=O)(=O)c2cccc(C(=O)OCC(=O)NC(N)=O)c2)C1 (stereo not drawn)	-5	-1	-2	1	0.1	3	-2
CC(=O)Nc1ccc(NC(=O)COC(=O)c2cnccn2)cc1	-1	-2	6	.	.	.	5
COc1ccc(-c2cc(=O)oc3c(C)c(O)ccc23)cc1	2	-1	2	-1	.	7	-6
CCOc1ccc(-c2onc(C(F)(F)F)c2-c2cscn2)c(O)c1	11	0	-4	2	.	-7	-2
Cc1noc(C)c1S(=O)(=O)Nc1ccc2c(c1)C(=O)N([C@H](C)CO)C[C@@H](C)[C@@H](CN(C)C(=O)Cc1ccccc1)OCCCC[C@H](C)O2	1	-1	2	0	-0.4	-1	3
CNS(=O)(=O)c1ccc(NC(=O)c2cnn3c(C(F)F)cc(-c4ccccc4)nc23)cc1	-2	-3	0	-1	.	-32	0
O=C(CCC(=O)Nc1ccccc1)NNC(=O)CCc1ccccc1	-1	-4	-3	2	.	14	1
CO[C@@H]1CN(C)C(=O)c2ccc(NC(C)=O)cc2OC[C@H](C)N(C(=O)CN(C)C)C[C@H]1C	.	.	.	-1	0.1	12	.
Cc1cccc(C)c1NC(=O)CS(=O)CC(=O)NCC1OCCc2ccccc21 (stereo not drawn)	3	5	-2	.	.	.	-2
CCOc1ccc(CN2CCC(n3nccc3NC(=O)C3CC3)CC2)cc1CO	10	-4	4	0	5.0	3	1
COc1ccc2cc(C(c3nnnn3C3CCCC3)N3CCOCC3)c3nnnn3c2c1 (stereo not drawn)	-7	2	-2	.	.	.	-2
Cc1ccc(S(=O)(=O)N2CCC(=O)N(CCOC(=O)Nc3ccc(C)c(C)c3)CC2)cc1	-8	6	5	-4	-0.1	2	0
CC(=O)c1cccc(NC(=O)CC2Oc3ccc(C)cc3NC2=O)c1 (stereo not drawn)	9	.	-1	-3	.	2	-7
O=C(Oc1ccc2c(=O)c(Oc3ccc4ccccc4c3)coc2c1)c1cncc(Br)c1	-2	-2	-5	4	.	.	.
CCOC(=O)C1CCN(C(=O)COC(=O)CNC(=O)c2sc3ccccc3c2Cl)CC1	-2	-3	2	0	0.6	-8	-2
CCc1ccc(-c2cc(C)no2)cc1S(=O)(=O)N1CCN(c2ccccc2)CC1	6	-2	4	-6	.	-15	1
Fc1ccc(OCc2nc(-c3cccs3)no2)cc1	2	-1	-2	3	-0.4	-3	-1
CNc1ncnc2c1ncn2[C@H]1CN(Cc2ccc(OC)cc2)C[C@@H](CO)O1	-8	0	0	2	1.2	8	4
CCn1cc(CNC(=O)C2CCC(=O)N(C3CCCCCC3)C2)cn1 (stereo not drawn)	2	-3	0	-2	-0.1	7	-9
C[C@@H]1CN([C@H](C)CO)C(=O)c2cc(NC(=O)Cn3cnnn3)ccc2O[C@@H]1CN(C)S(=O)(=O)c1ccccc1	-14	-6	6	.	60*	0	-6
CCOC(=O)C(C(=O)Nc1ccccc1C)C1CCCCC1 (stereo not drawn)	-3	-5	3	-2	.	-1	10
COc1ccc2cc(S(=O)(=O)N3CCCC3)ccc2c1	-4	0	3	-3	0.3	-8	?
COc1ccc(CCNC(=O)c2nnc(Cc3ccc(Cl)cc3)o2)cc1OC	-10	-1	-3	8	0.2	6	-7
CCOc1ccc(-n2cnc3sc(C)c(C)c3c2=O)cc1	-23	-2	3	-10	.	1	0
O=C(C(=O)c1cccnc1)c1cccnc1	-3	-3	1	.	.	6	15
CN(C)/C=C/C(=O)c1ccncc1	3	-4	8	4	.	4	0
O=[N+]([O-])c1ccc(OCCN2CCNCC2)cc1	-33	-1	-2	.	.	.	?
COc1ccc2c3c(n(C)c2c1)[C@H](CO)N(C(=O)C1CCC1)CC31CCN(C(=O)Nc2cccc(F)c2)CC1	-33	3	-6	.	0.0	.	1
O=C(/C=C/c1ccccc1)Nc1cccc(C(=O)N2CCCC2)c1	3	1	0	-2	1.1	10	-2

Later entries:
SMILES	S100A4 inh HTS	SIRT5 block	ERp5 block	PglD DTNB	E-selectin induc	Statin myotox sup	DENV2 CPE rescue
Cc1ccc(Nc2cc(C)nc(NCc3ccccc3)n2)cc1	-8	0	-1	.	.	.	-3
O=C(CNc1cccc(S(=O)(=O)N2CCCCC2)c1)Nc1ccccc1F	3	-1	-7	-5	-0.7	3	-2
COc1ccc(CNC(=O)C/C(C)=N/NC(=O)COc2ccccc2)cc1	-3	-1	3	.	-0.5	.	2
CCOc1ccc(C2c3[nH]c4ccccc4c3CCN2CCCn2cccn2)cc1 (stereo not drawn)	4	-3	-2	.	.	.	.
COc1cc(-c2nnc(NC(=O)c3ccc(S(=O)(=O)N4CCOCC4)cc3)o2)cc(OC)c1OC	-1	-1	3	.	.	.	15
CCOC(=O)C1=C(C)NC(C)=C(C(=O)OCC)C1C(=O)OCC(N)=O	-6	-1	0	-1	6.2	5	-4
C[C@H](NC(=O)c1ncn2c1C(=O)NC[C@H]2C)C(=O)OC(C)(C)C	-4	.	9	-1	-0.1	1	-11
O=C1NC[C@H](CCCCN2C[C@H](Cc3ccc(O)cc3)N(Cc3ccccc3)C(=O)C2=O)N(CCc2ccc(O)cc2)C1=O	-1	2	-3	.	4.8	.	-5
CC(C)c1ccc(NC2CCCN(C(=O)c3ccccc3-c3ncc[nH]3)C2)cc1 (stereo not drawn)	1	1	10	2	.	24	1
O=C(OCc1ccccc1Cl)c1cc([N+](=O)[O-])ccc1N1CCOCC1	-5	0	2	-5	0.0	1	?
CCOc1ccc(N(C(C)=O)C2C=CS(=O)(=O)C2)cc1 (stereo not drawn)	5	.	-4	3	.	-3	-5
C/C(Cl)=C\Cn1c(O)c(N=NC(N)=S)c2cc(Br)ccc21	9	3	6	-3	0.0	-96	-13
Oc1ccc(NC(=S)Nc2ccc(F)cc2)cc1	-1	5	2	13	-0.1	-16	-5
C=CCNC(=O)NC(=O)COC(=O)COc1ccc(Br)cc1F	.	.	.	-4	0.5	2	.
Cc1cc(C)nc(SCC(=O)N(C)CC(=O)Nc2ccccc2Br)n1	9	0	-3	-8	-0.2	1	-15
O=C(NCc1ccc(Cl)cc1)c1ncn[nH]1	-7	-1	-3	2	.	-3	7
C[C@@H]1CCCCO[C@@H](CN(C)S(=O)(=O)c2ccc(F)cc2)[C@H](C)CN([C@H](C)CO)C(=O)c2cc(NS(=O)(=O)c3cccs3)ccc2O1	-5	0	-5	3	-0.2	.	-5
Cc1ccc(OCC(=O)N(C)CC(=O)Nc2ccccc2Cl)c([N+](=O)[O-])n1	0	-3	-3	2	-0.5	-2	?
CN(CC(=O)NC(=O)NC1CCCCC1)c1ccccc1	-1	-3	12	-1	.	-6	-4
O=C(Nc1cccc(C(F)(F)F)c1)c1ccc(N2CCNCC2)c([N+](=O)[O-])c1	-3	-4	-1	.	.	.	.
COc1ccc(CN2CNc3nc4ccccc4n3C2)cc1	2	-7	6	1	.	-2	.
